ERK EGF inh – qHTS Assay for Inhibitors of the ERK Signaling Pathway using a Homogeneous Screening Assay; Stimulation with EGF | HEK293-V1b, EGF-stimulated phospho-ERK AlphaScreen | Potency, µM (titrated, usually from 11.5 µM), inactives show top-dose activity change, negative = inhibition, hits mostly inhibitors | hit rate 0.41% among 130,000; active = well fitted inhibition curve with a large enough effect; inconclusive = small, poorly fitted or top-dose-only effect, or effect the other way;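 also: plate controls were stimulated vehicle wells for no effect and unstimulated vehicle basal for full effect; nearly all actives have a fitted effect of over 55% in size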
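In this qHTS, HEK293 cells with stable type-1 vasopressin (V1b) receptor were exposed to compound at 37C for 30 min, stimulated 5 min with EGF at 25 nM, lysed, and probed for phospho-ERK by AlphaScreen.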
The depositor's hits bear a star; ? = inconclusive; & = joins results of further samples; [ ] = another dose, or the depositor's remark. Potency is read from the fitted curve at half-maximal effect. The list is partial. The share of hits here may be higher or lower than overall.

nr	ERK EGF inh	SMILES
1	0%	COc1ccc(NC(=O)CN(c2cc(C)cc(C)c2)S(=O)(=O)c2c(C)noc2C)cc1OC
2	9%	COc1ccc(NC(=O)CSc2nnc(Cc3cccn3C)n2-c2ccc(F)cc2)cc1
3	3%	Cc1ccc(NC(=O)COC(=O)CNC(=O)c2cccc([N+](=O)[O-])c2)cc1S(=O)(=O)N1CCCCCC1
4	-6%	COc1cccc(CNC(=O)CCC2CCCN(c3cc(C)nc(N)n3)C2)c1 (stereo not drawn)
5	-3%	CC(C)[C@H](NS(=O)(=O)c1cccc(Cl)c1)C(=O)OCC(=O)N1CCN(c2ccccc2)CC1
6	-6%[57.5 µM]	CCOC(=O)C1(CCOc2ccccc2)CCN(Cc2cnc(C)s2)CC1
7	3%	C[C@]12CC[C@@H]3c4ccc(O)cc4CC[C@H]3[C@@H]1CCC2=O
8	-1%	CCOC(=O)Cn1ncc(-c2ccccc2)c1N
9	-1%	Cc1cc(-c2n[nH]c(=S)n2/N=C/c2sccc2C)n[nH]1
10	5%	COc1ccc(C)cc1NC(=O)c1cnc2n(c1=O)CCS2
11	-8%[57.5 µM]	CC(=O)Oc1cc(C(C)C)c(OCCN(C)C)cc1C
12	2%	Nc1cc(=O)[nH]c(SCC(=O)N2CCN(S(=O)(=O)c3ccc4ccccc4c3)CC2)n1
13	-3%[57.5 µM]	O=C(NCc1ccc(OC(F)(F)F)cc1)C1CC(c2cccc(F)c2)=NO1 (stereo not drawn)
14	-6%	Cc1ccc(C)c(NC(=O)C(Sc2ncnc3ccccc23)c2ccccc2)c1 (stereo not drawn)
15	-5%	CN(C)CCCN(Cc1cc2cc3c(cc2[nH]c1=O)OCO3)C(=S)NCc1ccco1
16	?	O=[N+]([O-])c1ccc(Oc2ccc(S(=O)(=O)Nc3ccccc3)cc2)cc1
17	5%[57.5 µM]	COc1ccc(-c2nn(-c3ccccc3)cc2C(=O)NC(=S)NNC(=O)c2ccncc2)cc1
18	-4%[57.5 µM]	Nn1cc(-c2ccccc2)nc1SCC(=O)Nc1ccc(S(N)(=O)=O)cc1
19	-7%	CCOC(=O)C(Cc1ccc(OC)c([N+](=O)[O-])c1)NC(=O)CCC(=O)Nc1ccc(C)cc1 (stereo not drawn)
20	-2%	Cn1cc(CNCCCn2ncc3ccccc32)c(-c2ccccc2F)n1
21	-4%	CC(C)(C)NC(=O)CC1C(=O)NCCN1Cc1c(F)cccc1Cl (stereo not drawn)
22	19%	CS(=O)(=O)Nc1cccc(-c2ccc3ncnc(NCc4cccnc4)c3c2)c1
23	6%	COc1ccc(C(=O)C23CC4CC(C2)CC(C(=O)c2ccc(OC)cc2)(C4)C3)cc1
24	-3%	CC(NC(=O)C12CC3CC(CC(C3)C1)C2)C(=O)N/N=C/C1=C(N2CCOCC2)C(=C\c2ccccc2)/CC1 (stereo not drawn)
25	9%[57.5 µM]	CCN(CC)C(=O)C12C(=O)Oc3ccccc3C1C2(C)C(=O)c1ccc(F)cc1 (stereo not drawn)

nr	ERK EGF inh	SMILES
26	-25%	CC(CC(=O)Nc1cccnc1)c1ccccc1 (stereo not drawn)
27	?	CCc1ccc(C2=CC(c3cc(Br)ccc3F)n3ncnc3N2)cc1 (stereo not drawn)
28	40%	COc1ccccc1NC(=S)N1CCN(C(c2ccccc2)c2ccccc2)CC1
29	-2%[57.5 µM]	Cc1cccc(NC(=O)NNC(=O)c2cc3ccccc3cc2O)c1C
30	22%[57.5 µM]	Nc1nc2ccc([N+](=O)[O-])cc2[nH]1
31	-4%	COc1c(Cl)cc(Cl)cc1C(=O)Nc1ccc(C(=O)O)cc1
32	4%[57.5 µM]	Cc1nc(-c2nnc(SCC(=O)Nc3ccc(C(F)(F)F)cc3)n2C)cs1
33	0%	CCCC(O)(CCC)C(=O)NN(C(=O)CCl)c1cccc(C)c1
34	5%	COc1ccc(-n2cnnc2SCC(=O)Nc2cccc([N+](=O)[O-])c2)cc1
35	0%	C=CCc1ccccc1OCC(=O)N/N=C/c1ccccc1OCC
36	6%	CC(C)c1ccc(/C=N/NC(=O)c2cccc(Cl)c2)cc1
37	3%	CCC1=C(OC(=O)N(CC)CC)N2C(=O)OC(=NCCc3c[nH]c4ccccc34)[C@]2(C)[C@H]2C1=CC[C@H]1C(=O)N(CC)C(=O)[C@H]12
38	-4%	CCOC(=O)C1=C(C(F)(F)F)Nc2ncnn2C1c1cccc(OC)c1OC (stereo not drawn)
39	-1%[57.5 µM]	Cc1ccc(C(=O)NCCN2C3=NC[C@H](Cc4ccc(O)cc4)N3C[C@H]2Cc2ccc(O)cc2)cc1Br
40	-2%	COc1ccccc1NC(=O)Nc1nnc(CC(=O)Nc2ccccc2)s1
41	-5%	Cc1cccn2c(=O)c(C=O)c(N3CCN(c4ccc(F)cc4)CC3)nc12
42	-5%	CCOC(=O)c1ccc(NC(=O)N2CCN(C(=O)C3CCCO3)CC2)cc1 (stereo not drawn)
43	-2%	Cc1nn(C)c(C(=O)Nc2ccn(C34CC5CC(CC(C5)C3)C4)n2)c1[N+](=O)[O-]
44	15%[57.5 µM]	COc1cccc(/C=C/C(=O)NCc2ccc(S(N)(=O)=O)cc2)c1
45	-5%	CC(=O)Nc1ccc(/C=C(\C#N)C(=O)NC2CCCCC2)cc1
46	-12%[57.5 µM]	COc1cc(C=O)ccc1Oc1nnnn1-c1ccccc1
47	1%[57.5 µM]	Cn1c2ccccc2c(=O)c2c(=O)n(-c3ccc(F)cc3)c(-c3cccs3)nc21
48	4%	CCN(CC)c1ccc(NC(=O)c2cnccn2)cc1S(=O)(=O)Nc1ccc(OC)cc1
49	-2%	Cn1c(CCNC(=O)C2CCCCC2)nc2cc([N+](=O)[O-])ccc21
50	-14%[57.5 µM]	CC(NC(=O)COC(=O)CCc1nc(=O)c2ccccc2n1C)c1ccccc1 (stereo not drawn)

Exported as labelled records: entries from further up
46. COc1cc(C=O)ccc1Oc1nnnn1-c1ccccc1
  ERK EGF inh: -12%[57.5 µM]

47. Cn1c2ccccc2c(=O)c2c(=O)n(-c3ccc(F)cc3)c(-c3cccs3)nc21
  ERK EGF inh: 1%[57.5 µM]

48. CCN(CC)c1ccc(NC(=O)c2cnccn2)cc1S(=O)(=O)Nc1ccc(OC)cc1
  ERK EGF inh: 4%

49. Cn1c(CCNC(=O)C2CCCCC2)nc2cc([N+](=O)[O-])ccc21
  ERK EGF inh: -2%

The listing continues:
nr	ERK EGF inh	SMILES
51	15%[57.5 µM]	O=C(COC(=O)c1ccc2ccccc2c1O)NCC(F)(F)F
52	0%	COc1ccc(C(=O)NC(=S)Nc2ccc(N3CCCC3)cc2)cc1
53	0%	O=C(CSc1nc(-c2ccc(F)cc2)cc(C(F)(F)F)n1)NCc1cccs1
54	-1%&-4%	CC(=O)N1CC=CC1(CC(C)C)C(=O)NCCc1c[nH]c2ccccc12 (stereo not drawn)
55	0%[57.5 µM]	CCn1cc(C(=O)O)c(=O)c2cc(S(=O)(=O)N(C)C)ccc21
56	-4%	O=[N+]([O-])c1ccc(CSc2ccc(-c3ccccn3)nn2)cc1
57	1%	N#Cc1ccc(OCC(=O)NCC2(N3CCCCC3)CCCCC2)cc1
58	-6%[57.5 µM]	COc1ccc(/C=N/NC(=O)c2ccc(COc3cccc4cccnc34)cc2)cc1O
59	2%	Cc1ccc(C(CCN(Cc2ccccc2)C(=O)c2ccco2)c2ccco2)cc1 (stereo not drawn)
60	8%	COc1ccc(C=O)cc1Cn1ccnc1
61	0%	Nc1c(C(=O)NCc2cccs2)nnn1CC(=O)Nc1cccc(Cl)c1
62	2%	Cc1cc2cccc(C)c2nc1SCC(=O)NNC(=O)c1ccco1
63	25%	COC(=O)c1cc2ccsc2n1Cc1ccccc1F
64	-8%	COc1ccc(NC(=O)CN(C)CC(=O)Nc2cccc(S(=O)(=O)N(C)c3ccccc3)c2)cc1
65	3%	CN1CCN(CCC(=O)Nc2ccccc2Cl)CC1
66	6%	CC(=O)N(C(C)=O)S(=O)(=O)c1ccc(N=NN2CCCCC2)cc1
67	-4%	CCOc1ncccc1C(=O)Nc1nnc(C2CC2)s1
68	8%	CCc1ccc(NC(=S)N(CCN(C)C)C(C)c2ccncc2)cc1 (stereo not drawn)
69	-4%[57.5 µM]	Cc1cc(C(=O)Cn2c(CO)nc3ccccc32)c(C)n1C
70	-5%	Cc1nc2ccccn2c1/C(O)=C1\C(=O)C(=O)N(CCN(C)C)C1c1ccco1 (stereo not drawn)
71	-8%	Cc1nc2ccc(F)cc2cc1C(=O)Nc1ccc(Cl)c(Cl)c1
72	?	CCOC(=O)C1C(=O)NC(c2ccccc2)=NC1c1ccc(Br)cc1 (stereo not drawn)
73	2%	COc1ccc(OCC(=O)NCCCN2CCOCC2)cc1
74	?	Cc1ccc(CNC(=O)c2cc(-c3cc(C)cc(C)c3O)n[nH]2)cc1
75	5%	CC(C)(C)S(=O)(=O)c1ccsc1C(=O)O

nr	ERK EGF inh	SMILES
76	-2%[57.5 µM]	CC(C)(C)N(CC#CCC(O)(c1ccccc1)c1ccccc1)CCO
77	2%	C=C(C)C(=O)NC1=NN(c2ccccc2)C(=O)C1
78	-10%[57.5 µM]	COC(=O)N/N=C/c1cn(Cc2ccccc2F)c2ccccc12
79	-2%[57.5 µM]	O=C(O)Cc1ccc(NC(=S)Nc2ccc(Br)cc2Cl)cc1
80	-1%	O=C1N/C(=N/O)S/C1=C/c1cccnc1
81	13%	Cc1oc(-c2cc(F)cc(F)c2)nc1CN1CCSCC1
82	0%[57.5 µM]	O=C(c1[nH]ncc1-c1cccc(Br)c1)C1CO1 (stereo not drawn)
83	7%	O=C(Oc1cccc(/C=N/Nc2nc(Nc3ccccc3)nc(N3CCOCC3)n2)c1)c1ccco1
84	-2%[57.5 µM]	Cc1cc(C)nc(NC(=S)Nc2cccc(F)c2)c1
85	-10%	Cc1onc(-c2c(Cl)cccc2Cl)c1C(=O)NCc1cccs1
86	3%	O=C(Cc1ccccc1)NNC1CC(=O)N(c2ccc(Cl)cc2)C1=O (stereo not drawn)
87	14%	CS(=O)(=O)NCc1nnc(SCc2c(F)cccc2Cl)o1
88	-4%	COc1ccc(NS(=O)(=O)c2cc(S(C)(=O)=O)ccc2C)cc1
89	18%	CCn1nc(C)c(NC(=O)CC23CC4CC(CC(C4)C2)C3)c1C
90	10%[57.5 µM]	CC1CCC(NC(=O)C(Cc2ccccc2)n2cccc2)CC1 (stereo not drawn)
91	14%	O=C(CCc1ccc(S(=O)(=O)NC2CCCCC2)cc1)NCc1ccccn1
92	12%[57.5 µM]	CCC(=O)N1N=C(c2c(O)n(C)c(=O)n(C)c2=O)CC1c1ccccc1 (stereo not drawn)
93	1%	O=C(NC(NC(=S)Nc1c(Cl)cccc1Cl)C(Cl)(Cl)Cl)OCc1ccccc1 (stereo not drawn)
94	5%[57.5 µM]	O=C1NC[C@H](c2ccccc2)N(CCc2cc(C(F)(F)F)cc(C(F)(F)F)c2)C1=O
95	-2%	Fc1ccc(CNC(=S)Nc2ccccc2Cl)cc1
96	-1%	COCCNC(=O)Cn1cc(S(=O)(=O)N2CCN(c3ccccc3F)CC2)c2ccccc2c1=O
97	3%	NS(=O)(=O)c1ccc(NC(=S)NNC(=O)c2cccs2)cc1
98	7%	Cc1nc2ccccc2c(=O)n1/N=C1\C(=O)N(C)c2ccccc21
99	7%	Cc1ccc(OCC(=O)NC(=S)Nc2ccc3c4c(cccc24)CC3)cc1
100	-1%	O=C(OC1CCOC1=O)c1ccc(NS(=O)(=O)c2cccs2)cc1 (stereo not drawn)

Entries 86–88, reprinted for reference:
nr	ERK EGF inh	SMILES
86	3%	O=C(Cc1ccccc1)NNC1CC(=O)N(c2ccc(Cl)cc2)C1=O (stereo not drawn)
87	14%	CS(=O)(=O)NCc1nnc(SCc2c(F)cccc2Cl)o1
88	-4%	COc1ccc(NS(=O)(=O)c2cc(S(C)(=O)=O)ccc2C)cc1

(continued)
nr	ERK EGF inh	SMILES
101	5%[57.5 µM]	O=C(CSc1nc2c(c(=O)n1-c1ccccc1)SCC2)NCC1CCCO1 (stereo not drawn)
102	-7%[57.5 µM]	Cc1onc(-c2c(Cl)cccc2Cl)c1-c1nc2cc(Cl)ccc2c(=O)o1
103	2%	Nc1ccc2oc(-c3ccccc3Cl)cc(=O)c2c1O
104	-7%	O=C(Cn1cc([N+](=O)[O-])nc1[N+](=O)[O-])N1CCN(c2ccccc2)CC1
105	-9%	N#Cc1ccc(/C=N/NC(=O)c2cc(-c3cccs3)nc3ccccc23)cc1
106	3%	CCOc1ccc(CNC(=O)CCSCc2ccccc2F)cc1OC
107	5%	COc1cc(/C=N/Nc2nc3ccccc3[nH]2)cc(Br)c1OCC(=O)N(C)C
108	2%	CCOc1ncccc1C(=O)OCC(=O)c1cc(OC)ccc1OC
109	-12%[57.5 µM]	Cc1cc(=S)nc(-c2ccccn2)[nH]1
110	-9%	O=C(NCc1ccccc1)OCCN1CCN(Cc2ccccc2)CCC1=O
111	2%	COc1cc(NC(=O)C2CCCN2S(=O)(=O)c2cccc3cccnc23)cc(OC)c1OC (stereo not drawn)
112	10%[57.5 µM]	CC(C)(C)C(=O)Nc1ccc(-c2cnco2)cc1
113	1%	Cc1ccc(C(=O)NCCNS(C)(=O)=O)cc1
114	-1%	COC(=O)C1=C(C(=O)OC)[C@@H]2N(Cc3ccccc3)c3ccccc3[C@@]23C[C@@H](C(=O)OC)N(C(=O)NCc2ccccc2)C3=C1
115	2%	COCCSc1ccccc1C(=O)N1CCN(c2ccccc2OC)CC1
116	-6%[57.5 µM]	Cc1nnsc1C(=O)NNc1ccc(C(C)(C)C)cc1
117	10%	Cc1ccc(C(=O)NN2C(=O)c3ccc(S(=O)(=O)c4ccc(C(=O)O)cc4)cc3C2=O)cc1
118	0%	O=C(c1ccncc1)N1CCC2(CCCN(c3cccc(-c4ccccc4)c3)C2)CC1
119	6%	Cc1ccc(-c2nn3cnnc3c3ccccc23)cc1C
120	-20%	CC1(C(=O)NCCCNc2ncc(C(F)(F)F)cc2Cl)C=CCN1C(=O)c1ccccc1 (stereo not drawn)
121	-4%	O=C(c1csnn1)N1CCC2(CCCN(c3ccncc3)C2)CC1

Bioassay records deposited in PubChem by National Center for Advancing Translational Sciences (NCATS).
